High-throughput results: PubChem BioAssay, several laboratories
TbMetRS inhib = Trypanosoma brucei MetRS inhibition | purified T. brucei MetRS, ATP depletion, Kinase-Glo luminescence | inhibition, % at 11.9 µM | 360,000 tested, 0.4% active | AID 624268;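 active means inhibition above a per-plate cutoff of the control wells' mean inhibition plus 3 SD, cut at about 5.5% in these data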;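 further: 0% = DMSO wells median and 100% = median of wells with control inhibitor compound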
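Assay system: T. brucei methionyl-tRNA synthetase, purified | Medium: HEPES buffer with MgCl2, KCl, DTT, spermine, BSA, pyrophosphatase | Compound: 11.9 µM single point | Incubation: 15 min enzyme-compound preincubation, 2 h reaction, 10 min detection, 25 °C | Measured by: Kinase-Glo luciferase luminescence reporting remaining unconsumed ATP | Measure: % inhibition normalized to control-well medians | Replication: Singlicate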
eLon inh = inhibitors of E. coli Lon protease; P0A9M0; purified E. coli Lon protease, fluorescence polarization; inhibition, % at 7.94 µM; 360,000 tested, 0.42% active; in the data active means inhibition above about 13%, passing the limit was not always enough;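 further: 0% = enzyme with probe and DMSO and 100% = no enzyme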
MsrA act = activates bovine MsrA enzyme. purified bovine MsrA, absorbance read-out. AID 602163. activation, % at 10.6 µM. 360,000 tested, 0.3% active; in the data active means activation above about 7.5%;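 further: 0% = vehicle and 100% = reference activator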
CSN inh = blocks human CSN-mediated cullin deneddylation; Purified CSN, SCF-Nedd8-OG deneddylation, fluorescence polarization; inhibition, % at 12.5 µM; 360,000 tested, 0.38% active; Q92905;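 active means pattern-corrected inhibition above about 35%, with an unprinted fluorescence ratio check between 0.5 and 1.5, limit read from the data, passing the limit was not always enough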;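 further: 0% = enzyme with substrate and 100% = substrate without enzyme; some results filed as inactive read as strong as hits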
Target sequence (Q92905 whole entry, looked up, one chain of several): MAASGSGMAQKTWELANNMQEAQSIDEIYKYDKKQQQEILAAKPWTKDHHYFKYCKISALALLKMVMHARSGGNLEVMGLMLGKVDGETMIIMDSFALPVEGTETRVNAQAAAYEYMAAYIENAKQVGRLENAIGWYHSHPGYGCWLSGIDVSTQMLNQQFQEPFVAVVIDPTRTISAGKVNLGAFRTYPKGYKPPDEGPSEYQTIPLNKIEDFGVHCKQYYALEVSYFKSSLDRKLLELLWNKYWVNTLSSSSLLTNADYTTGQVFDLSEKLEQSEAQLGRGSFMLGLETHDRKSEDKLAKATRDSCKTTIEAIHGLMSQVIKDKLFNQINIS
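Detection – fluorescence polarization · System – HEK293T-derived human Csn5 enzyme · Controls – substrate-only high control, full reaction low control · Timing – 90 min, room temperature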
Neddylation inh = inhibitors of human cullin neddylation; P61081+Q13564; 360,000 tested, 0.58% active; TR-FRET cullin neddylation, biochemical; calls only at 25 µM; AID 651699; in the data active means inhibition above about 36%
Rin1-Abl PPI inh = inhibitors of human Rin1-Abl protein interaction; TR-FRET Rin1/Abl binding, biochemical; P00519+Q13671; 360,000 tested, 0.4% active; inhibition, % at 7.35 µM; in the data active means inhibition above about 5%, passing the limit was not always enough
MLLE-PAM2 inh = blocks PAM2 peptide binding to the PABP1 MLLE domain; inhibition, % at 20 µM; GST-MLLE / FITC-PAM2 fluorescence polarization; 360,000 tested, 0.36% active; in the data active means inhibition above about 35%, passing the limit was not always enough;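 further: plate controls were DMSO wells with GST-MLLE for no effect and wells lacking GST-MLLE protein for full effect; some results filed as inactive read as strong as hits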
Target sequence (P11940 whole entry, looked up, the tested form may be a part): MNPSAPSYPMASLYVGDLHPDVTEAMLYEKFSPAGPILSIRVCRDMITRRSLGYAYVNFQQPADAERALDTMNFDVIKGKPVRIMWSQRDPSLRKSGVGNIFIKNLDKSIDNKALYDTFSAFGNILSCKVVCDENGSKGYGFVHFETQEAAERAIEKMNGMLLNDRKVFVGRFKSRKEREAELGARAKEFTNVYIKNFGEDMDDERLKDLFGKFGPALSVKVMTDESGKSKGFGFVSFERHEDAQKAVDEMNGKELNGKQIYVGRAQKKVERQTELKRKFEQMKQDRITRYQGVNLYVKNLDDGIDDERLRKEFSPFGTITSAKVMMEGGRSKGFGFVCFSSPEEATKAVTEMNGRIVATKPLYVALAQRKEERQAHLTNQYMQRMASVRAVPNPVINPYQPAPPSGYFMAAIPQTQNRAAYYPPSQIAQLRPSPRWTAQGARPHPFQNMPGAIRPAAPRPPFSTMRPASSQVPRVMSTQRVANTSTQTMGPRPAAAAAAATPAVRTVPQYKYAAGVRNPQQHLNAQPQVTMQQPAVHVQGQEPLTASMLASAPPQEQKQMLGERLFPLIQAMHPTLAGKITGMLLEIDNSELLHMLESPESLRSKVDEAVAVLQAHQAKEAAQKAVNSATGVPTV
FAS TE block = blocks the thioesterase domain of human fatty acid synthase. 360,000 tested, 0.67% active. AID 602261. recombinant FAS-TE, OMFH fluorogenic substrate, fluorescence endpoint. inhibition, % at 15 µM;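 active means compounds whose normalised, plate-corrected inhibition of enzyme fluorescence in the single-dose primary screen is 50% or more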;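 further: 0% = DMSO with enzyme and 100% = substrate without enzyme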
MsrA inhibitor = inhibits bovine methionine sulfoxide reductase A; purified bovine MsrA, absorbance read-out; inhibition, % at 15.5 µM; 360,000 tested, 0.75% active; in the data active means inhibition above about 4.5%;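 further: 0% = vehicle wells with enzyme and 100% = reference inhibitor wells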
* marks the source's active call; other numbers are inactive results; i = inactive; x = no result given.

Fields – TbMetRS inhib	eLon inh	MsrA act	CSN inh	Neddylation inh	Rin1-Abl PPI inh	MLLE-PAM2 inh	FAS TE block	MsrA inhibitor
CCOc1ccc(C(=O)n2cc(C(=O)OC)c3ccccc32)cc1
 : -0.3	0	-3	3	i	-1	-1	30	-0.6
Clc1cccc(Cl)c1Cn1cnc2c(N3CCCCCC3)ncnc21
 : 0.4	-8	-4	0	i	2	2	12	-0.3
O=S(=O)(NCCSCc1ccc(Cl)cc1Cl)c1ccc2c(c1)OCCO2
 : 1.2	0	0	1	i	0	4	32	1.8
CCN(CC)CCC(O)(c1ccc2c(c1)OCO2)c1cc(OC)c(OC)c(OC)c1 (stereo not drawn)
 : -0.3	0	-2	4	i	-2	-12	-8	0.1
c1cnn(-c2cc(N3CCOCC3)ncn2)c1
 : -0.3	1	-12	0	i	-1	-2	-10	-1.2
COc1ccc(C(=O)OCCNC(=O)c2ccncc2)cc1OC
 : 0.2	3	-2	2	i	-2	0	-9	-0.6
N#CCc1nnc2n1-c1ccccc1CCC2
 : -0.1	-4	-2	0	i	0	5	-6	-0.3
O=C(Nc1ccccc1N1CCCCC1)c1cccc(Cl)c1
 : -0.5	6	1	-5	i	-1	7	20	-0.9
O=C(O)c1cccc(NS(=O)(=O)c2ccc(Oc3ccc(S(=O)(=O)Nc4cccc(C(=O)O)c4)cc3)cc2)c1
 : 0.5	1	-4	-3	i	-2	-5	-2	0.7
NC(=O)C1=C[C@@H](c2csc3ccccc23)C[C@@H](OCCCCO)O1
 : 0.1	-12	3	4	i	-2	-2	-1	-0.3
CN(C(=O)CSc1nnc(-c2c[nH]c3ccccc23)n1C1CC1)C1CCS(=O)(=O)C1 (stereo not drawn)
 : 0.2	-6	-2	1	i	2	-3	-8	-0.2
Cn1c(=O)n(C)c2cc(NC(=O)c3ccc(F)cc3)c(Br)cc21
 : 0.0	4	-3	0	i	-4	-11	-2	-0.1
O=C(Nc1ccccc1)OCCNC1CCCCC1
 : -0.3	8	-2	-2	i	2	-2	-1	-0.8
CCN(N=Nc1cccc([N+](=O)[O-])c1)c1cccc([N+](=O)[O-])c1
 : 0.1	-8	0	-3	i	-2	3	28	-0.2
O=C(C1CCC(=O)N(C2CC2)C1)N1CCC(Oc2cccc(C(F)(F)F)c2)CC1 (stereo not drawn)
 : 0.2	1	-1	-8	i	0	5	-3	0.7
COC(=O)C(C)Oc1ccc(Cl)c(CN2OCC(C)(C)C2=O)c1 (stereo not drawn)
 : 2.4	19	-4	-4	i	2	-14	-5	-1.8
CCc1oc2ccccc2c1C(=O)c1cc(Br)c(O)c(Br)c1
 : -0.4	1	-4	1	i	-6	6	17	2.2
COC(=O)c1ccccc1NC(=O)c1cc(C2CC2)on1
 : -1.0	5	0	3	i	-1	-11	14	0.8
CCCS(=O)(=O)N1CCC(C(=O)N2CCCC2)CC1
 : -0.9	-4	-2	2	i	-4	2	-3	-1.2
Cc1ccc(S(=O)(=O)c2cc3cc(Br)ccc3oc2=O)cc1
 : -0.9	-6	-11	0	i	0	-110	2	-1.4
O=C(c1cc(F)ccc1F)C1CCCN(C(=O)c2ccc(F)cc2Cl)C1 (stereo not drawn)
 : -0.4	5	-5	1	i	-1	3	-6	-1.7
CC(C(=O)Nc1ccccc1Oc1ccccc1)c1ccccc1 (stereo not drawn)
 : 0.1	-3	-1	-7	i	-3	4	24	2.1
O=C(NCc1ccccc1)c1ccccc1C(=O)c1ncc[nH]1
 : -0.5	-2	-8	-17	i	2	-4	1	-0.7
CCCCCCCCSc1nnc(-c2ccc(OC)cc2)o1
 : -0.9	-3	-7	1	i	1	11	21	0.1
O=C(OCC1OC(Oc2ccc(O)cc2)C(O)C(O)C1O)c1ccccc1 (stereo not drawn)
 : -2.2	6	-6	-2	i	0	-4	-3	0.1
Cc1cccc(C(=O)N[C@H](C(=O)OCC(=O)NC2CCS(=O)(=O)C2)C(C)C)c1 (stereo partly drawn)
 : -1.4	-4	-11	-15	i	-3	-22	-6	-0.6
O=C(COc1ccc2ccc(=O)oc2c1)NCCCn1ccnc1
 : -0.5	2	-2	1	i	2	-6	-2	1.0
O=[N+]([O-])c1ccc(S(=O)(=O)CC2CSc3nc4ccccc4n32)cc1 (stereo not drawn)
 : -1.4	0	-15	0	i	4	-11	-5	0.0
O=C(CNC(=S)N(CCCN1CCOCC1)Cc1cccs1)NC1CCCC1
 : 0.0	2	-1	-3	i	1	-119	-4	-0.5
COc1ccc(CNC(=O)CCCn2ccc3cc(S(=O)(=O)N4CCCC4)ccc32)cc1
 : -1.1	-1	-10	-2	i	4	-3	7	-0.5
C=CCn1cc(F)c(=O)n(CC=C)c1=O
 : 0.3	-3	-1	-1	i	1	-4	-2	1.1
O=C(NCCC1=CCCCC1)C1CCC(CNc2c(N3CCCC3)c(=O)c2=O)CC1 (stereo not drawn)
 : 0.7	7	-3	4	i	0	7	9	-0.3
COc1ccc(CC(=O)OCC(=O)c2ccc[nH]2)cc1
 : -0.3	4	-2	2	i	-1	-12	-9	0.2
CC(=O)Nc1ccc(S(=O)(=O)Oc2ccc(C(=S)N3CCCCC3)cc2)cc1
 : -0.2	-6	-4	3	i	1	29	37	-1.9
O=C1NC(=S)CN1c1ccccc1
 : 0.2	33*	-1	2	i	0	57*	-3	-0.8
COc1ccc(Br)cc1/C=N/Nc1ccccn1
 : -1.3	4	-11	2	i	2	-13	0	0.6
COc1ccc(CNC(=O)c2cccc(S(=O)(=O)N3CCN(c4ccc(F)cc4)CC3)c2)cc1
 : -0.2	-20	0	3	i	1	-9	29	0.5
C=CCN1C(=O)c2ccc(C(=O)OCC(=O)N(CC)c3c(N)n(Cc4ccccc4)c(=O)[nH]c3=O)cc2C1=O
 : -0.1	-8	-2	-3	i	0	4	-5	-0.4
S=c1nc(Cc2ccccc2)[nH]c2ccccc12
 : 1.9	2	-4	-1	i	-13	15	0	0.5
O=c1[nH]c2ccc(S(=O)(=O)N3CCCCC3)cc2s1
 : 0.7	-8	-3	-2	i	-4	-17	-7	-0.4
CCCCNC(=O)c1ccc2c(c1)ncn2C1CCCCC1
 : -0.3	-4	0	-6	i	4	1	-5	0.9
S=c1[nH]nc(COc2ccccc2)n1/N=C/c1cccc(Cl)c1Cl
 : -1.1	-2	1	5	i	-2	-84	37	0.9
C/C(=N\NC(=O)c1cccc(Br)c1)c1ccccn1
 : -0.4	-9	-1	-4	i	-2	21	5	-0.5
O=C(CCCCCn1c(=S)[nH]c2ccc(N3CCOCC3)cc2c1=O)NCc1ccccc1
 : -0.1	8	-1	4	x	0	-61	-1	0.5
Cc1c(C(=O)NC2CCS(=O)(=O)C2)oc2ccccc12 (stereo not drawn)
 : 0.0	-7	-1	2	i	0	2	1	0.2
CCOC(=O)c1ccc(-n2ccnc2)c(NC(=O)c2ccc(C(C)(C)C)cc2)c1
 : 0.1	5	4	-5	i	-3	0	-6	-0.8
CC(c1ccccc1F)n1cc(C(=O)NCCCn2ccnc2)nn1 (stereo not drawn)
 : -2.1	1	-9	4	i	0	-8	-10	-0.1
O=C(/C=C/c1cccc(O)c1)c1cccnc1
 : -0.9	-3	-4	-4	i	-4	-3	-4	2.5
CC(NC(=O)c1cccc(S(=O)(=O)N(C)C)c1)c1nc2ccccc2[nH]1 (stereo not drawn)
 : 2.1	-9	-13	1	i	0	16	1	-0.3
CCCCCC(=O)Nc1cccc(C2=NOC3(C2)C[C@@H](C(N)=O)N(C(=O)c2cc([N+](=O)[O-])cc([N+](=O)[O-])c2)C3)c1 (stereo partly drawn)
 : -0.2	-6	-2	0	i	-1	-9	24	-1.0
Cc1cccc(C)c1N1CCN(C(=O)Cn2cncn2)CC1
 : -0.6	7	-4	-5	i	4	-3	-1	-0.2
COc1ccccc1NC(=O)C1CCCN(c2nc(C)cc(C)n2)C1 (stereo not drawn)
 : 1.4	-3	-1	-3	i	-3	1	-3	0.1
CC(C)N(C(=O)/C=C/c1cccc([N+](=O)[O-])c1)C(C)C
 : -0.1	0	-5	-1	i	6	7	4	-0.5
CCCNC(=O)CSc1nnc(-c2ccc(F)cc2)o1
 : -0.9	-4	-5	-1	i	3	-3	-7	0.1
COc1cc(Cl)ccc1NC(=S)N(CCN(C)C)C(C)c1ccncc1 (stereo not drawn)
 : -0.2	0	-4	2	i	0	18	0	0.0
O=C(CCNC(=O)c1ccco1)Nc1ccccc1
 : -0.8	6	-7	4	i	0	-34	-2	-0.4
CCOc1ccc(/C=C2/SC(=S)N(n3c(C)ccc3C)C2=O)cc1
 : -0.5	-5	-3	0	i	6	0	9	0.6
CCOC(=O)C1CCN(S(=O)(=O)c2ccc3c(c2)NC(=O)C(C)S3)CC1 (stereo not drawn)
 : -0.1	-2	1	4	i	4	16	-1	0.3
O=C(NC1CCCCC1)C(c1cccs1)N(C(=O)c1ccco1)c1ccc2c(c1)OCCO2 (stereo not drawn)
 : -0.6	3	-9	2	i	0	-11	22	1.0
C=CCn1c2ccccc2c2nnc(SCC(=O)OCN3C(=O)c4ccccc4C3=O)nc21
 : -1.7	-3	-13	1	i	3	-1	1	0.6
O=C(Nc1ccc(Br)cc1)c1csc(-c2ccncc2)n1
 : 0.6	0	-2	6	i	-2	8	16	-0.6
CCOc1ccc(N(C(C)C(=O)N/N=C(\C)C(C)(C)C)S(C)(=O)=O)cc1 (stereo not drawn)
 : 0.1	-3	0	9	i	-1	4	-5	-0.2

Ordered by the number under MLLE-PAM2 inh (smallest number first): three of the compounds above
Molecule | MLLE-PAM2 inh
S=c1[nH]nc(COc2ccccc2)n1/N=C/c1cccc(Cl)c1Cl | -84
COc1ccc(CC(=O)OCC(=O)c2ccc[nH]2)cc1 | -12
O=C1NC(=S)CN1c1ccccc1 | 57*
